# HTT cytoprotect: Huntington cell model cytoprotection by ATP luminescence; PC12 HTT-Q103 induced, cytoprotection, ATP luminescence, 40 h; Potency, µM (titrated, usually from 56.4 µM), inactives show cytoprotection (ATP increase), usual class: activators; 0.14% of 230,000 active;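 also: potency is read from the fitted curve at half-maximal effect; % of control where 0% means no effect; nearly all actives have a fitted effect of over 45% in size; toxic huntingtin expression switched on by the ecdysone agonist tebufenozide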
#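 PC12 cells with ecdysone-inducible HTT exon 1 Q103-GFP, induced with 100 nM tebufenozide and co-treated with library compounds in a dose series (1536-well, 1500 cells/well). Cytoprotection read as ATP content by ATPlite luminescence.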
# IMPase Li inh: cell-permeable IMPase inhibitors with lithium potentiation; CHO-M1 cells, IP1 TR-FRET (IP-One), carbachol + lithium; 0.35% of 210,000 active; Potency, µM (titrated, usually from 59.4 µM), without a hit: at the top dose activity, negative = IMPase inhibition, actives largely listed as inhibitors;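 also: IP1 builds up when IMPase is blocked and the TR-FRET signal falls; potency is read from the fitted curve at half-maximal effect; plate controls were basal vehicle for no effect and high inhibitor control for full effect; nearly all actives have a fitted effect of over 50% in size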
#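 IP1 accumulation measured by competitive TR-FRET in lysed CHO-M1 cells after 30 min compound exposure at 37C, with a small lithium addition to potentiate weak responses. Hill-equation AC50 from ratio and donor-channel data.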
# Lamin A splicing: LMNA splicing modulation. HeLa LMNA splicing GFP/RFP minigene ratio, 48 h. Potency, µM (top dose mostly 46.1 µM), for the others: at the highest dose ratio change, negative = inhibition, usual class: inhibitors. 0.01% of 200,000 active; active = well fitted inhibition curve with a large enough effect in the signal ratio, with a control signal flat, not every such curve was filed as active; inconclusive = small, poorly fitted or top-dose-only effect, or effect the other way, or a change in a side signal; the % refers to the signal ratio; also: potency is read from the fitted curve at half-maximal effect; % is scaled to controls: 0 for no effect and ±100 for the full control effect
#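 Read-out is the ratio of GFP to DsRed2 object intensity, acquired by 488 nm laser-scanning cytometry on HeLa lamin A-EGFP minigene reporter cells. Compound incubation 48 hrs at 37 °C in Opti-MEM with 2% FBS; DMSO 0.5% final.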
# SMN2 splice up: enhancers of SMN2 splice variant expression; HEK293 SMN2-luciferase splicing reporter, luminescence, 30-36 h; Potency, µM (titrated, usually from 46.1 µM), for the others: at the top dose activity change, positive = activation, hits mostly activators; 2.8% of 210,000 active; AID 1458; also: potency is read from the fitted curve at half-maximal effect; % of control where 0% means no effect; nearly all actives have a fitted effect of over 55% in size
#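 HEK293 cells carry an SMN2 […]–luciferase reporter in which exon 7 inclusion puts luciferase in frame. Cells were plated 10-12 h before compound addition, then incubated 30-36 h at 37C. ONE-Glo luminescence was read; sodium butyrate at 4.5 mM final served as control.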
# HttQ103 aggreg: reduces HttQ103-GFP aggregates in PC12 cells; 1.1% of 220,000 active; PC12 HttQ103-GFP aggregates, Acumen cytometry, 40 h; Potency, µM (doses to about 46.1 µM), inactives show at the top dose activity change, negative = inhibition, most hits filed as inhibitors; also: potency is read from the fitted curve at half-maximal effect; % is scaled to controls: 0 for no effect and ±100 for the full control effect; nearly all actives have a fitted effect of over 60% in size
#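 Inducible Q103 Huntingtin exon 1–GFP PC12 line, 1500 cells/well in phenol red free DMEM with 5% equine and 5% calf serum. Tebufenozide 100 nM induced expression; compounds titrated; aggregates quantified by cytometry.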
# CBFb RUNX1 block: inhibitors of human CBF-beta and RUNX1 interaction. Q01196+Q13951. AlphaScreen CBFb-His/RUNX1-biotin binding, biochemical. Potency, µM (top dose mostly 59.8 µM), for the others: at the top dose activity, negative = inhibition, most hits filed as inhibitors. 230,000 tested, under 10 active; also: % of control where 0% means no effect
# Target sequence (Q01196 whole entry, looked up): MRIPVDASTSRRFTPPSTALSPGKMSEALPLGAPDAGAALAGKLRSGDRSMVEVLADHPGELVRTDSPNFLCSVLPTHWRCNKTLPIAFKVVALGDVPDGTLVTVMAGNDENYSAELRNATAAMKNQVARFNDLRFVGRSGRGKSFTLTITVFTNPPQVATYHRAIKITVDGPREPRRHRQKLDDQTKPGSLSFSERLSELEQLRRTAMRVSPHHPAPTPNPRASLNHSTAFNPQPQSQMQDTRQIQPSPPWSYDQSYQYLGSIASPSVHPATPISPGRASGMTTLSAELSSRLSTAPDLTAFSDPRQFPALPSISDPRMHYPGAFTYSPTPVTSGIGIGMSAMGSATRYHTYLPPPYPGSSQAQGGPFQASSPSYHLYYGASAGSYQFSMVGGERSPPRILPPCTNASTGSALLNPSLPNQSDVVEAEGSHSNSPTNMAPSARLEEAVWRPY
# Target sequence (Q13951 whole entry, looked up): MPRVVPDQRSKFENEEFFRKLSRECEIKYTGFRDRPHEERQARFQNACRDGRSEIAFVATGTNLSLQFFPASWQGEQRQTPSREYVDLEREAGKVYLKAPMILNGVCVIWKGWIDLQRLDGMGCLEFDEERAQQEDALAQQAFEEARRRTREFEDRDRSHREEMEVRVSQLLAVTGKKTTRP
#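 CBF-beta (His) and RUNX1 (biotin), 30 nM each; 20 min preassociation; + compound, 15 min; + beads 50 ng each (Ni, streptavidin), 90 min; RT; AlphaScreen read.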
# KinaseGlo FLuc: Kinase-Glo luciferase inhibition (counter-screen); Kinase-Glo luciferase, ATP luminescence, 8 min; Potency, µM (highest dose often 38.3 µM), without a hit: at the highest dose activity change, negative = inhibition, actives largely listed as inhibitors; 0.28% of 200,000 active; AID 1379; also: potency is read from the fitted curve at half-maximal effect; % is scaled to controls: 0 for no effect and ±100 for the full control effect; nearly all actives have a fitted effect of over 60% in size
#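 Compound is pinned into ATP-containing buffer (10 uM ATP, imidazole pH 7.2, 7 mM MgCl2). Kinase-Glo luciferase reagent is then added. Light output is recorded following an 8-min room-temperature incubation.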
# An asterisk follows results filed as active; ? = inconclusive; . = no result given; [ ] = another dose, or the depositor's remark. Unless noted, calls follow the shape of the dose curve; as a rule, active = well fitted curve in the direction sought with a large enough effect; inconclusive = small, poorly fitted or top-dose-only effect, or another doubt; inactive = no such curve, though single readings can be large; an effect the other way counts as inactive or inconclusive.
SMILES,HTT cytoprotect,IMPase Li inh,Lamin A splicing,SMN2 splice up,HttQ103 aggreg,CBFb RUNX1 block,KinaseGlo FLuc
CCOC(=O)c1oc2ccccc2c1NC(=O)c1cccc(OC)c1,-15.3%,18.9%[38.3 µM],-23.9%,-33.0%[inhibitor],0.7%,25.8%,-6.5%
c1ccc(-c2ccc(N3CC[C@@]4(CCCNC4)C3)cc2)cc1,-39.3%[inhibitor],7.1%,.,-38.9%[inhibitor],.,.,0.2%
CC(NC(=O)Cc1ccc(F)cc1)C(c1cccs1)N1CCN(C)CC1 (centres undefined),7.7%[0.074 µM],8.2%,8.2%,-1.7%,10.0%,-1.3%,2.7%
CCOc1cc2[nH]c(=O)n(Cc3ccccc3)c(=O)c2cc1OCC,-4.1%,-18.9%[38.3 µM],-2.8%,-0.1%,-2.8%,3.7%,-2.5%
COC(=O)c1ccc(N=NN2CCCCC2)cc1,6.2%[10 µM],7.3%,22.9%[46 µM],14.1µM*,-2.8%[9.22 µM],2.6%,1.3%
CCCCc1nnc(NC(=O)CSc2nc(=O)cc(N)n2-c2ccccc2)s1,-24.4%[0.074 µM],-7.1%[38.3 µM],3.6%,17.4%,8.1%,3.8%,-1.9%
COCCn1c(SCc2nc3ccccc3c(=O)[nH]2)nc2ccccc2c1=O,24.3%[10 µM],8.3%,?,.,-3.8%[9.22 µM],7.7%,2.0%
O=C(COc1ccc(NS(=O)(=O)c2ccc(F)cc2)cc1)N1CCOCC1,6.0%[10 µM],0.2%,6.4%[46 µM],.,9.4%[9.22 µM],17.4%,3.7%
COc1ccc(C(=O)NNC(=S)NC(=O)/C=C/c2cccs2)cc1,-48.0%[inhibitor][10 µM],-6.5%,17.3%[46 µM],.,-0.3%[9.22 µM],-0.7%,?
CCc1cc(C(=O)N2CCCC(CCC(=O)NCc3cccc(OC)c3)C2)no1 (centres undefined),31.5%[10 µM],-1.1%,.,.,-0.3%[9.22 µM],13.1%,.
O=C(Nc1cccc(Cl)c1)Nc1nc(-c2ccccc2)cs1,-43.7%[inhibitor],12.3%,.,-35.5%[inhibitor],-4.8%,-7.2%,1.8%
CC(=O)[C@]1(O)CC[C@@H]2[C@H]3C[C@@H](C)C4=CC(=O)CC[C@@]4(C)C3[C@@H](O)C[C@]21C (some centres undefined),.,3.1%,.,5.1%[9.22 µM],.,.,-4.8%[7.66 µM]
O=C(NCc1ccco1)c1cc2ccc(O)cc2oc1=O,-30.6%,?,17.5%,7.8%,.,-13.9%,5.01µM*
O=C(Nc1ccccc1O)c1nc(Cl)ccc1Cl,6.8%,7.3%,-9.2%[9.22 µM],-40.6%,1.3%,2.1%,3.0%
Cc1cccc(C(=O)OCC(=O)Nc2sc3c(c2C#N)CCC3)c1,21.3%[10 µM],-7.5%,-6.0%,-12.9%[1.84 µM],17.8%,-6.3%,-2.1%
Cc1cc(C(F)(F)F)c(C#N)c(SCC(=O)NC(C)(C)C)n1,1.9%,20.4%[38.3 µM],-6.0%,.,-11.7%,11.2%,-4.4%
Oc1c(C(c2ccco2)N2CCOCC2)sc2ncnn12 (centres undefined),-18.0%,-23.0%[38.3 µM],0.3%,0.1%,9.9%,-0.6%,1.5%
COc1ccc(CC(NC(C)=O)C(=O)NC2CCN(C(=O)NCc3ccccc3)CC2)cc1OC (centres undefined),7.1%,-15.2%[38.3 µM],-4.6%,-2.1%,-19.9%,1.6%,-0.8%
Cc1cccc(C)c1OC1(c2ccccc2)OC(=O)c2ccccc21 (centres undefined),-24.1%,13.1%[38.3 µM],8.1%,-20.5%,?,?,-1.7%
CC(=O)OCCN(Cc1ccccc1)Cc1ccc2c(c1)OCO2,4.9%[0.074 µM],6.5%[38.3 µM],-1.3%,16.3%,7.3%,15.0%,1.2%
COc1cccc(NC(=O)NCCCN2CCN(c3ccc(F)cc3)CC2)c1,-13.7%,11.7%[38.3 µM],2.5%,-7.8%,20.0%,-5.6%,-3.3%
Cc1cc(C)c(-c2cc(C(F)(F)F)no2)c(=O)[nH]1,10.4%[10 µM],-5.5%,-2.7%,-25.4%,0.4%,-0.8%,-2.6%
CCCCCC(=O)NC(=S)Nc1ccc2oc(=O)ccc2c1,3.8%[10 µM],11.2%,30.9%[46 µM],1.5%,5.3%,3.8%,-2.6%
CC(C)(C)NC(=O)C(c1ccncc1)N(C(=O)Cn1nnc(-c2ccc(F)cc2)n1)c1ccccc1 (centres undefined),9.6%[10 µM],1.8%,.,.,4.2%[9.22 µM],-1.1%,1.6%
CCN(CC)CCCOC(=O)C1(c2ccccc2)CCCC1,5.7%,40.0%[activator][38.3 µM],-2.9%,3.0%,21.3%,-0.8%,-4.1%
# The list continues.
SMILES,HTT cytoprotect,IMPase Li inh,Lamin A splicing,SMN2 splice up,HttQ103 aggreg,CBFb RUNX1 block,KinaseGlo FLuc
O=S(=O)(c1ccccc1)N(CC1CO1)c1cccc2ccccc12 (centres undefined),0.9%[10 µM],9.7%,.,.,2.7%[9.22 µM],-0.3%,-2.3%
N#CCCn1c(=O)c(-c2cccs2)nc2cnc(OCc3ccccc3)nc21,-1.3%,?,.,8.8%,.,.,-0.4%
S=C(Nc1ccccc1Cl)N1CCCCCC1,0.3%,0.8%,7.5%[9.22 µM],-3.3%,-13.1%,6.8%,0.8%
COc1ccccc1N(C)S(=O)(=O)c1ccc(C(=O)N2CCC(C(N)=O)CC2)cc1,3.0%,22.7%[38.3 µM],-7.6%,7.1%,3.9%,0.5%,-1.2%
O=C(c1cccs1)N1CCN=C1SCc1cccnc1,3.1%,-9.6%[38.3 µM],-0.5%,-19.5%,?,0.9%,5.0%
N/C(=N/O)c1cccn1Cc1ccccc1[N+](=O)[O-],4.2%,5.1%,.,.,1.6%,2.1%,1.6%
CCC1=C2CC[C@H]3C(=O)N(c4ccccc4)C(=O)[C@H]3[C@H]2[C@@]2(C)C(=O)N(CC(=O)OC)C(=O)N2C1=O,-10.8%,-0.1%,.,-3.2%,.,4.8%,-6.4%
CCCCn1c(=O)n(CC(=O)NCc2ccc(C)cc2)c(=O)c2c1nc(CO)n2CCC,-20.5%[10 µM],-4.4%[38.3 µM],-15.9%,-4.7%,6.0%,0.9%,0.1%
COc1ccc(C2c3ccc(O)cc3Oc3ncn(CCCO)c(=N)c32)cc1OC (centres undefined),7.7%[10 µM],.,.,.,-11.3%[9.22 µM],-20.0%,.
CCOC(=O)N1CCC(N2CCN(S(=O)(=O)c3ccc(NC(C)=O)cc3)CC2)CC1,6.7%[10 µM],32.6%[38.3 µM],-13.8%,-62.4%[inhibitor],-19.7%,-1.4%,-2.3%
CCOC(=O)c1nn(-c2ccccc2F)c(-c2ccccc2)c1C(=O)c1ccccc1,29.4%,4.1%[38.3 µM],8.4%,0.7%,2.6%,0.0%,-0.8%
S=C(NCc1ccco1)NCC1CCCO1 (centres undefined),6.5%[10 µM],-0.2%,?,7.0%,-3.8%,-0.6%,-0.7%
COC(=O)[C@@]1(Cc2ccc(OC)cc2)[C@H]2c3cc(C(=O)N4CCCC4)n(Cc4ccc(Cl)c(C(F)(F)F)c4)c3C[C@H]2CN1C(=O)c1ccccc1,10µM*,1.1%,.,-4.1%,.,1.6%,-4.3%
COc1ccc2[nH]c(=O)c(CN(CCc3ccccc3)C(C)=O)cc2c1,-9.2%,10.3%[38.3 µM],3.6%,-15.0%,-4.4%,1.0%,-0.1%
O=c1cc(O)n(-c2ccc(F)cc2)c(=S)[nH]1,14.8%,-22.2%[38.3 µM],4.0%,-1.6%,15.1%[9.22 µM],1.3%,0.4%
Cn1ncc2c(O/N=C(\N)c3ccc(C(F)(F)F)cc3)ncnc21,-36.6%[10 µM],.,.,.,-0.9%[9.22 µM],2.0%,.
COc1ccc(NC(=O)CSc2nnc(-c3ccccc3F)n2C2CC2)cc1S(N)(=O)=O,-29.5%,3.5%,-17.5%[46 µM],9.1%,3.1%,0.7%,1.4%
O=C(c1ccc(-n2c(SCc3cc(F)ccc3F)nc3ccccc3c2=O)cc1)N1CCOCC1,-6.7%[10 µM],13.5%,5.4%,.,-2.4%,11.5%,-2.4%
ONC(=Nc1ccccc1)c1ccc(Cl)cc1,-16.4%[10 µM],-1.5%,-9.7%,22.1%,-9.2%,7.3%,10.6%
COc1cc(-n2c(-c3ccccc3)n[nH]c2=S)c(OC)cc1Cl,-12.6%,-2.6%,.,-0.9%,?,?,0.8%
Cc1cc(C(=O)OCC(=O)Nc2ccccc2)c(C)o1,-8.2%[10 µM],0.7%,?,5.8%,15.9%,-3.7%,-1.1%
O=C(Cn1cnc2c(cnn2-c2ccc(F)cc2)c1=O)N1CCN(c2ccccc2)CC1,-6.5%[10 µM],-7.8%,-11.8%,-50.1%[inhibitor],-11.8%,11.0%,5.8%
CCCC(=O)Nc1ccc(Cl)c(NC(=O)C(C)(C)C)c1,9.2%[0.074 µM],-11.1%[38.3 µM],10.8%,-13.6%,10.5%,4.1%,7.5%
COc1ccc(NC(=O)N2CC[C@@]3(CCCN(C(=O)c4ccncc4)C3)C2)cc1,2.24µM*,6.6%,.,-10.9%,.,.,-2.6%
Cc1ccc(-n2c(SCC(=O)OC(C)C)nnc2-c2ccccn2)cc1,-8.3%,-7.1%[38.3 µM],12.9%,-6.6%,-0.7%,-2.6%,-8.5%
COc1ccc(CNC(=O)c2coc(=O)c3ccccc23)cc1,-10.9%,2.6%,0.1%[9.22 µM],1.8%,16.0%,13.6%,0.9%
OCCSc1nncn1/N=C/c1c[nH]c2ccccc12,7.6%[10 µM],-1.9%[38.3 µM],7.2%,12.2%,-0.1%,10.9%,1.3%
COc1cccc(C(c2c(C)[nH]n(-c3ccccc3)c2=O)c2c(C)[nH]n(-c3ccccc3)c2=O)c1OC,0.2%[10 µM],-0.2%,-14.0%,13.0%,7.1%,-21.7%,-0.3%

# Ordered by the number under IMPase Li inh (ascending): three from the list above.
Molecule	IMPase Li inh	Lamin A splicing	SMN2 splice up	HttQ103 aggreg	CBFb RUNX1 block
ONC(=Nc1ccccc1)c1ccc(Cl)cc1	-1.5%	-9.7%	22.1%	-9.2%	7.3%
COC(=O)[C@@]1(Cc2ccc(OC)cc2)[C@H]2c3cc(C(=O)N4CCCC4)n(Cc4ccc(Cl)c(C(F)(F)F)c4)c3C[C@H]2CN1C(=O)c1ccccc1	1.1%	.	-4.1%	.	1.6%
COc1ccc(CNC(=O)c2coc(=O)c3ccccc23)cc1	2.6%	0.1%[9.22 µM]	1.8%	16.0%	13.6%

# Compound activity (PubChem BioAssay)
